# Source: PubChem
# CRE-bla Fsk: Cell signaling CRE-BLA (Fsk stim). CHO CRE-bla reporter (cAMP response element driving beta-lactamase), forskolin EC10, beta-lactamase ratio. Potency, µM (top dose mostly 38.2 µM), inactives show at the highest dose activity change, negative = inhibition, actives largely listed as activators. hit rate 2.5% among 71,000; active means well fitted activation curve with a large enough effect in the signal ratio, with a control signal flat, not every such curve was filed as active; inconclusive means small, poorly fitted or top-dose-only effect, or effect the other way, or a change in a side signal; the % refers to the signal ratio; further: potency means the concentration at half of the fitted maximal effect; % of control where 0% means no effect
#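 The 460nm/530nm emission ratio after CCF4 loading defined %Activity, from which AC50 values were obtained. CRE-bla CHO cells received compound dilution series together with an EC10 level of NKH 477 for 3 hours at 37 degrees Celsius.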
# BRCT PPI green: qHTS Assay for Inhibitors of BRCT-Phosphoprotein Interaction (Green Fluorophore); Potency, µM (series often up to 76.9 µM), for inactives: at the highest dose activity change, negative = inhibition, usual class: inhibitors; BRCA1 BRCT-phosphopeptide binding, green fluorescence polarization; hit rate 0.05% among 75,000;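 further: potency means the concentration at half of the fitted maximal effect; plate controls were peptide without protein for full effect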
#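 Compounds were incubated for 12 min at room temperature with a complex of 100 nM fluorescein-tagged pBACH1 decapeptide and 250 nM His-tagged BRCT protein. Buffer was phosphate pH 7.3 with EDTA, DTT and Tween 20. Disruption of binding lowers the polarization signal.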
# Hsp90 Hop PPI: qHTS Assay for Disrupters of an Hsp90 Co-Chaperone Interaction | Hsp90 C-terminal peptide / TPR2A (Hop) interaction, human | AlphaScreen TPR2A-His6 binding biotin-Hsp90 C-terminal peptide | Potency, µM (doses to about 57 µM), for the others: top-dose activity change, negative = inhibition | hit rate 0.44% among 71,000; active means well fitted curve in either direction with a large enough effect; inconclusive means small, poorly fitted or top-dose-only effect, or another doubt; further: potency means the concentration at half of the fitted maximal effect; on the % scale 0 is the no-effect control and ±100 the full control effect; many of its hits are not listed in these tables
# Epigenetic mod: qHTS Assay for Epigenetic Modulators; mouse C127i GFP locus derepression, cytometry, 30 h; Potency, µM (top dose mostly 46.1 µM), for inactives: top-dose GFP derepression (activation); hit rate 0.09% among 68,000; further: % of control where 0% means no effect
#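 Read-out is the number of GFP-positive cells, scored as fluorescent objects 20 to 120 um wide, reflecting derepression of a silenced CMV-GFP reporter in murine C127i cells after 30 h compound exposure at 37 C.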
# ALOX15 inhib: qHTS Assay for Inhibitors of 15-hLO (15-human lipoxygenase); Potency, µM (top dose mostly 57.1 µM), without a hit: at the top dose activity change, negative = inhibition, most hits filed as inhibitors; hit rate 1.4% among 74,000; purified 15hLO-1, xylenol orange hydroperoxide absorbance; Polyunsaturated fatty acid lipoxygenase ALOX15 (Homo sapiens), P16050; further: potency means the concentration at half of the fitted maximal effect; on the % scale 0 is the no-effect control and ±100 the full control effect; nearly all actives have a fitted effect of over 55% in size
# Target sequence (P16050 whole entry, looked up): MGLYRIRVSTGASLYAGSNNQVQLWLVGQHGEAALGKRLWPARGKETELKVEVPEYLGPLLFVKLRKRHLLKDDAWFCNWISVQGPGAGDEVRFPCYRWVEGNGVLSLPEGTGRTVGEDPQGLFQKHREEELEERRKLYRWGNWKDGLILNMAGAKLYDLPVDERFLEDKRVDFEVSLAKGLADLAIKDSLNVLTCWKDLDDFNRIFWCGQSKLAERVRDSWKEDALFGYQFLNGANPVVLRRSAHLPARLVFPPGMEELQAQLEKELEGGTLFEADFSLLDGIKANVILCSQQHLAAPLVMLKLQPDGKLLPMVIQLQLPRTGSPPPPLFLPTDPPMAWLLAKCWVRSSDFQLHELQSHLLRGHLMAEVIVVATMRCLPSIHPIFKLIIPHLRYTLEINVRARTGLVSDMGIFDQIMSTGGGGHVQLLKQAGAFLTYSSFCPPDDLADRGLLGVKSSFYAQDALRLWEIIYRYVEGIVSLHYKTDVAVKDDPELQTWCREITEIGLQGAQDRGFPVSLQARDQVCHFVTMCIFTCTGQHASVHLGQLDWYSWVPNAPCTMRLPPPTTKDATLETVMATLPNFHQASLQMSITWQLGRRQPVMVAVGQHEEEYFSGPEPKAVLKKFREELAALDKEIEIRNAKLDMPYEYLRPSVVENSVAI
#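 40 nM 15hLO-1 + cpd, 15 min RT; start w/ 50 uM AA (final), 6 min RT; stop/detect w/ 200 uM XO + 300 uM Fe(II) in 50 mM H2SO4, 30 min; A573/A405. Buffer 25 mM Hepes pH 7.5, 0.01% Triton X-100. No-enzyme wells as negative control.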
# 4MU fluor: qHTS Assay for Spectroscopic Profiling in 4-MU Spectral Region; hit rate 11% among 59,000; max dye-equivalent concentration, M; compound autofluorescence, 340/450 nm, 4-MU equivalents; stronger effect = higher value; in the data active means max dye-equivalent concentration above about 10 nM; inconclusive means mostly about 1.1 nM to 9.6 nM
#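 Compounds in 100 mM Tris, pH 8.0, incubated 15 min at room temperature, then fluorescence read at 340 nm excitation/450 nm emission. Signal converted to 4-MU dye-equivalent concentration using an on-plate six-point 4-MU standard curve.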
# HBB splice mod: qHTS Assay for Modulators of Hemoglobin Beta Chain Splicing; HBB splicing reporter cell assay, activation; EGFP reporter with mutant IVS2-654 intron; response scale: normalised to 500 nM splice-correcting PNA; Potency, µM (top dose mostly 46.1 µM), for the others: at the top dose activation, most hits filed as activators; hit rate 0.06% among 65,000; AID 925, 2007; further: potency means the concentration at half of the fitted maximal effect; 0% is about no effect
#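 HeLa cells stably expressing EGFP interrupted by mutant beta-globin intron 2 (IVS2-654), 500/well in 2% FCS. Treated with compound for 2 days at 37C. Splicing correction scored as total well GFP intensity (488 nm excitation, 500-520 nm emission); 500 nM antisense PNA served as control.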
# BRCT inh red: qHTS Assay for Inhibitors of BRCT-Phosphoprotein Interaction (Red Fluorophore); BRCT-phosphopeptide binding, red fluorescence polarization; Potency, µM (top dose mostly 76.9 µM), for inactives: at the top dose activity change, negative = inhibition, usual class: inhibitors; Breast cancer type 1 susceptibility protein (Homo sapiens), P38398; AID 892, 2007; hit rate 0.03% among 75,000; further: on the % scale 0 is the no-effect control and ±100 the full control effect
#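 Fluorescence polarization: 100 nM His-tagged BRCA1 BRCT with 100 nM TAMRA-labelled phospho-BACH1 decapeptide, phosphate buffer pH 7.3 with 150 mM NaCl, DTT, 0.01% Tween 20; 12 min RT. Binding inhibition seen as FP decrease.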
# A350 fluor: qHTS Assay for Spectroscopic Profiling in A350 Spectral Region; AID 590, 2007; hit rate 11% among 59,000; max dye-equivalent concentration, M; Compound autofluorescence, 340/450 nm, Alexa 350 dye-equivalents; stronger effect = higher value; in the data active means max dye-equivalent concentration above about 10 nM; inconclusive means mostly about 1.1 nM to 9.6 nM
# Pol III holo inh: qHTS Assay for Inhibitors of DNA Polymerase III Holoenzyme System; reconstituted DNA polymerase III holoenzyme replication, biochemical; Potency, µM (top dose mostly 57.1 µM), for inactives: at the top dose activity change, negative = inhibition; hit rate 0.25% among 71,000; AID 603, 2007; further: potency means the concentration at half of the fitted maximal effect; on the % scale 0 is the no-effect control and ±100 the full control effect
#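 Reconstituted *E. coli* holoenzyme (0.35 nM Pol III, 1 nM beta, 154 nM SSB, 2 nM primase) was preincubated with compound for 15 min at RT. Synthesis on 1.4 nM ssM13Gori ran 35 min, then was stopped with PicoGreen/EDTA and read as dsDNA fluorescence.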
# Ub-GFP proteasome: Ubiquitin-GFP Assay. Ubiquitin-GFP reporter cells, proteasome inhibition, GFP fluorescence; response scale: untreated = 0%, 10 µM MG-132 = 100%. Potency, µM (titrated, usually from 45.9 µM), without a hit: top-dose activation (GFP accumulation), actives largely listed as activators. 67,000 tested, under 10 active. AID 526, 2006; active means well fitted activation curve with a large enough effect, not every such curve was filed as active; inconclusive means small, poorly fitted or top-dose-only effect, or another doubt; inactive means no such curve, though single readings can be large or run the other way; further: potency means the concentration at half of the fitted maximal effect
#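 U2OS Ub(G76V)-GFP reporter; O/N plating, 0.5% FBS; cpd 46 uM–2.9 nM, 4 h, 37 °C; GFP+ cell count, 488/515 nm; norm. to basal vs 10 uM MG-132; CRC fit.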
# Starred values were filed as active, the others as inactive; i = inactive; ? = inconclusive; . = not tested or not shown; [ ] = another dose, or the depositor's remark. Unless noted, the call rests on the fitted dose curve; in most records, active means well fitted curve in the direction sought with a large enough effect; inconclusive means small, poorly fitted or top-dose-only effect, or another doubt; inactive means no such curve, though single readings can be large; an effect the other way counts as inactive or inconclusive.
SMILES,CRE-bla Fsk,BRCT PPI green,Hsp90 Hop PPI,Epigenetic mod,ALOX15 inhib,4MU fluor,HBB splice mod,BRCT inh red,A350 fluor,Pol III holo inh,Ub-GFP proteasome
Cc1cc(C2N=C(N)Nc3nc4ccccc4n32)c(C)n1-c1ccccc1Cl (configuration not stated),4%,-2.3%,-12%,3%,-13%,i,-5.4%,0.7%,i,-1%,3%
CC(C)OCCCNC(=O)c1ccc2c(c1)ncn2C1CCCC1,1%,-3.1%,-2%,1%,2%,.,0.1%,-0.7%,.,-2%,-2%
COC(=O)CC1NCCNC1=O (configuration not stated),3%,-0.3%,-2%,0%,5%,i,-0.1%[57.5 µM],0.5%,?,3%,-4%
CCc1cc2c(=O)n(Cc3ccco3)c(SCC(=O)N3CCCc4ccccc43)nc2s1,?,0.7%,-7%,1%,-16%,i,-0.3%,1.6%,i,-7%,9%
Cc1cc(C)n(-c2nc3ccccc3c3nc(C)nn23)n1,10µM*,-0.6%,-3%,.,-4%,.,-0.9%,1.1%,.,-8%,-1%
COc1cccc(-n2c(CNC(=O)OC(C)(C)C)n[nH]c2=S)c1,2%,-0.2%,-3%,8%,-7%,i,.,-2.3%,i,-1%,3%
CSc1nc(SC)c2c3c(oc2n1)COC(C)(C)C3,0%,1.4%,-5%,0%,?,i,-2.1%,0.1%,?,-2%,10%
Oc1c(Cl)cc(Cl)c(Cl)c1Cl,-21%,-3.0%,-2%,.,-12%,.,-1.0%,-4.7%,.,-1%,.
C=CCn1c(SCC(=O)N2CCN(c3ccc(F)cc3)CC2)nnc1-c1cccs1,-15%,-2.0%,-5%,0%,-5%,.,-0.6%,0.9%,.,-5%,16%
COC(F)(C(=O)Nc1ccc2c(c1)C(=O)NC2=O)C(F)(F)F (configuration not stated),3%,-0.2%,3%,2%,6%,i,2.6%,-0.6%,i,-9%,3%
NS(=O)(=O)c1cccc2c1c([N+](=O)[O-])cc1[nH]c(=O)c(=O)[nH]c12,?,-3.0%,-11%,-1%,?,.,.,-0.4%,.,-14%,1%
Cc1cc(C)n2nc(SCc3cc(=O)n4ccccc4n3)nc2n1,1µM*,0.8%,-4%,3%,1%,?,-0.3%,-0.7%,?,-1%,-4%
COc1ccc(-n2c(/C=C(\C)O)nc(=O)c3c(C)cc(C)nc32)cc1,9%,2.7%,-2%,5%,9%,i,1.8%,-2.0%,i,-2%,-7%
COc1ccc2c(c1OC)C(=O)OC2CC(=O)c1ccc(O)cc1 (configuration not stated),6%,0.4%,0%,2%,3%,.,-1.7%,-0.1%,.,-3%,7%
CC1Cc2ccccc2N1C(=O)COC(=O)Cn1nnc(-c2ccccc2)n1 (configuration not stated),-6%,0.4%,1%,1%,6%,i,-0.2%[57.5 µM],0.7%,i,11%,3%
CCCn1nnc2sc3c(c2c1=O)CCC(C)C3 (configuration not stated),?,-0.7%,-2%,6%,-12%,3.3e-08M*,-0.1%,0.3%,3.2e-08M*,3%,-6%
COc1ccc(CC(=O)OCc2cc3cccc(C)c3[nH]c2=O)cc1,-8%,-3.2%,0%,-1%,5%,?,-1.9%[57.5 µM],-0.2%,?,2%,-4%
Cc1ccc(/C=N/c2sc3c(c2C#N)CCC3)s1,-23%,-1.0%,-24%,0%,-4%,i,-0.7%,0.1%,i,-2%,-5%
Cc1ccc(C(=O)CC(C(=O)O)c2cn(CCC#N)c3ccccc23)cc1 (configuration not stated),-3%,-4.0%,-3%,0%,?,.,0.1%,-7.0%,.,-2%,-10%
COc1ccccc1CN1C(=O)[C@@H]2C(CCC(N)=O)NC3(C(=O)Nc4c3ccc(Cl)c4C)[C@@H]2C1=O (some centres not stated),5%,0.9%,-4%,4%,-7%,i,0.7%[57.5 µM],1.0%,i,-4%,-1%
C=CCn1c(SCC(=O)Nc2ccccc2OC)nc(O)c(CC)c1=O,6%[7.6 µM],-1.6%,-7%[11 µM],-6%,0%[11.4 µM],.,-3.7%[0.0738 µM],1.3%,.,2%[11.4 µM],-9%[9.17 µM]
Cc1cc(C(C)c2ccccc2)c(O)c(CN2CCOCC2)c1C (configuration not stated),-9%,-1.5%,2%,-1%,1%,i,-1.1%,1.4%,i,-6%,-5%
O=c1c2ccccc2sn1-c1ccc(S(=O)(=O)N2CCCC2)cc1,-3%,0.1%,-5%,0%,0.1µM*,i,-0.5%[57.5 µM],-0.4%,i,-4%,-2%
CCCOc1ccc(C(=O)Nn2c(C)nc3ccccc3c2=O)cc1,-10%,-0.6%,?,4%,8%,i,0.0%,-2.7%,i,-5%,-9%
Cc1cccc2cc(CN(Cc3ccc(F)cc3)Cc3nnnn3C3CCCC3)c(=O)[nH]c12,5%,-3.8%,-2%,-2%,-19%,2.5e-08M*,.,0.9%,2.6e-08M*,-9%,-2%
Cc1cnc(-c2nnc(N(C)C(=O)c3cnccn3)s2)cn1,4%,-5.1%,4%,1%,5%,i,.,0.3%,i,-4%,-2%
COc1ccccc1NC(=O)CSC1=NC(=O)C(NC(C)=O)C(=O)N1 (configuration not stated),-2%,-2.2%,-6%,3%,-12%,i,.,-0.1%,i,-6%,-1%
C=CCC(Nc1ccco1)c1ccccc1 (configuration not stated),4%,-1.7%,-7%,1%,?,i,1.7%,-1.8%,?,-3%,1%
COc1ccc(N2C(=O)CCC(C(=O)N3CCCCC3)C2c2ccc(F)cc2)cc1 (configuration not stated),2%,-0.5%,1%,1%,-7%,i,-1.3%,-1.1%,i,-4%,-17%
Cc1cccc(NC(=O)CCN2CCOCC2)c1,1%,0.2%,-2%,0%,9%,.,-0.6%,0.4%,.,-1%,1%
Cn1c([N+](=O)[O-])cnc1CN1CCN(CCO)CC1,7%[7.6 µM],2.1%[15.4 µM],-4%[11 µM],0%[9.22 µM],5%[11.4 µM],i,1.9%[9.22 µM],0.1%[15.4 µM],i,-9%[11.4 µM],-2%[9.17 µM]
O=C(NC(Cc1c[nH]c2ccccc12)c1nnc2n1CCCCC2)c1cccs1 (configuration not stated),?,-0.5%,?,3%,-7%,i,0.0%,1.3%,i,2%,-2%
Cc1nc(N2CCOCC2)c2nc(-c3ccccc3)n(CCN3CCOCC3)c2n1,6%,-3.6%,-2%,.,6%,.,-1.1%,-2.1%,.,-6%,-9%
COc1ccc(-c2csc(NC(=O)c3cc(C)on3)c2C#N)cc1OC,?,3.2%,-12%,0%,-10%,1.4e-08M*,8.3%,-1.8%,1.3e-08M*,-13%,-2%
Clc1ccc(OCc2nnc(SCCN3CCCCC3)n2Cc2ccco2)cc1,-16%,0.2%,-7%,2%,4%,i,0.4%[57.5 µM],-1.6%,i,-4%,5%

# Some of the entries above, set out differently.
Clc1ccc(OCc2nnc(SCCN3CCCCC3)n2Cc2ccco2)cc1
  CRE-bla Fsk: -16%	BRCT PPI green: 0.2%	Hsp90 Hop PPI: -7%	Epigenetic mod: 2%	ALOX15 inhib: 4%	4MU fluor: i	HBB splice mod: 0.4%[57.5 µM]	BRCT inh red: -1.6%	A350 fluor: i	Pol III holo inh: -4%	Ub-GFP proteasome: 5%
Cc1cccc2cc(CN(Cc3ccc(F)cc3)Cc3nnnn3C3CCCC3)c(=O)[nH]c12
  CRE-bla Fsk: 5%	BRCT PPI green: -3.8%	Hsp90 Hop PPI: -2%	Epigenetic mod: -2%	ALOX15 inhib: -19%	4MU fluor: 2.5e-08M*	HBB splice mod: .	BRCT inh red: 0.9%	A350 fluor: 2.6e-08M*	Pol III holo inh: -9%	Ub-GFP proteasome: -2%
Cc1cnc(-c2nnc(N(C)C(=O)c3cnccn3)s2)cn1
  CRE-bla Fsk: 4%	BRCT PPI green: -5.1%	Hsp90 Hop PPI: 4%	Epigenetic mod: 1%	ALOX15 inhib: 5%	4MU fluor: i	HBB splice mod: .	BRCT inh red: 0.3%	A350 fluor: i	Pol III holo inh: -4%	Ub-GFP proteasome: -2%
